Compound activity deposited in PubChem BioAssay by National Center for Advancing Translational Sciences (NCATS).
PI5P4Ka inh – inhibitors of human PI5P4K alpha; PI5P4Kalpha enzyme, ADP-Glo luminescence, 60 min; stronger effect = lower value; max response, %; AID 652105; P48426; actives 1.2% (n = 330,000); active = max response of -50% or lower; inconclusive = between -30% and -50%; inactive = -30% or higher; also: value at the top dose of about 77 µM; % is scaled to controls: 0 for no effect and ±100 for the full control effect
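ADP-Glo luminescence end-point read after a 60 min room-temperature kinase reaction of PI5P4Kalpha plus substrate, initiated with ATP at 5 microM final. Buffer: 0.038 M HEPES pH 7.4, EGTA, 0.1% CHAPS, 5% DMSO.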
EPAC1 antag – blocks human EPAC1 exchange factor. actives 0.14% (n = 360,000). O95398. Potency, µM (titrated, usually from 115 µM), for inactives: top-dose activity change, negative = inhibition, most hits filed as inhibitors. EPAC1 GEF assay, Rap1b-BODIPY-GDP exchange fluorescence. AID 720709;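 also: potency is read from the fitted curve at half-maximal effect; plate controls were vehicle for no effect and positive control for full effect; nearly all actives have a fitted effect of over 50% in size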
Target sequence (O95398 whole entry, looked up): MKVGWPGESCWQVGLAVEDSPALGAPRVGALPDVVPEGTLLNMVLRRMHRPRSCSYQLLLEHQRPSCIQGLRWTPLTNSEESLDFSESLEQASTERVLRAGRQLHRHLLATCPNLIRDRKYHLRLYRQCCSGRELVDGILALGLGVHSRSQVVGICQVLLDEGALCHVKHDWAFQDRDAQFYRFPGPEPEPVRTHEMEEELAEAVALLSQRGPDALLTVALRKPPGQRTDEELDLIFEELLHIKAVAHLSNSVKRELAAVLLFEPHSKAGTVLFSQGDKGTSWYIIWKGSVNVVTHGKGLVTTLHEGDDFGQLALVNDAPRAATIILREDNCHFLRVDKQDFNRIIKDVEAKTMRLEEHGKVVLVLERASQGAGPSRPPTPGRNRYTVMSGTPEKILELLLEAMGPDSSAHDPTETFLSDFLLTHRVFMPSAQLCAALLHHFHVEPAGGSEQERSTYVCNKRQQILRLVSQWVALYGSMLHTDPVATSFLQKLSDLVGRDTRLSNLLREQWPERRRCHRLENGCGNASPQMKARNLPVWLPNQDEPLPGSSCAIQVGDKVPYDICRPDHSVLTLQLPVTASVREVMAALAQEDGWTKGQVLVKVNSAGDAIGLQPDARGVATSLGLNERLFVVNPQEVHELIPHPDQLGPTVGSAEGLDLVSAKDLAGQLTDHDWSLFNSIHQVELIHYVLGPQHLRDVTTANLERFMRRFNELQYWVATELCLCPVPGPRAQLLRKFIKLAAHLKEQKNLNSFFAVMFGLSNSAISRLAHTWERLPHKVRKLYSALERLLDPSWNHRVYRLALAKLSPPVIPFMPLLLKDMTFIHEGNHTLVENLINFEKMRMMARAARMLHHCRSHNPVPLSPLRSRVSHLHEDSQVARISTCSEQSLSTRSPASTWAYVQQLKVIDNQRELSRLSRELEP
Abeta rescue – compounds reversing amyloid beta toxicity in yeast. yeast expressing A-beta42, growth rescue, OD600, 48 h; response scale: 0% DMSO, 100% iron-clioquinol control. Potency, µM (highest dose often 46.1 µM), inactives show top-dose growth rescue, most hits filed as activators. actives 0.063% (n = 410,000). AID 1347071; also: potency is read from the fitted curve at half-maximal effect; nearly all actives have a fitted effect of over 55% in size
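Growth rescue measured by 600 nm absorbance after 48 h yeast culture at 30 C with compound. Values normalized between DMSO and an equimolar ferric chloride plus clioquinol control.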
FUS yeast rescue – rescues growth of FUS-expressing yeast; AID 1347120; actives 0.24% (n = 390,000); S. cerevisiae FUS-expressing, growth rescue, OD600, 24 h; Potency, µM (titrated, usually from 76.6 µM), for the others: top-dose growth rescue (activation), hits mostly activators;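 also: potency is read from the fitted curve at half-maximal effect; plate controls were DMSO vehicle for no effect and reference control for full effect; nearly all actives have a fitted effect of over 55% in size; some results filed as inactive show a strong effect at the top dose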
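Steps: raffinose overnight preculture; dilution to OD 0.005 in 2% galactose minimal medium; compound addition (concentration series); 24hr at 30C, 99% humidity; absorbance read at 600 nm.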
EPAC1 ag – agonists of human EPAC1; EPAC1 agonist qHTS, biochemical assay; response scale: 100% = response to 6.5 mM cAMP; actives 0.073% (n = 360,000); Potency, µM (titrated, usually from 154 µM), inactives show at the highest dose activation, actives largely listed as activators; O95398; also: potency is read from the fitted curve at half-maximal effect; nearly all actives have a fitted effect of over 60% in size
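Nucleotide exchange assay: 100 nM EPAC1 with 250 nM Rap1B loaded with BODIPY-GDP and 50 uM GDP, room temperature. Fluorescence (480/540 nm) read every 5 min for 30 min; signal change normalized to 6.5 mM cAMP as full agonist.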
WRN helicase inh – inhibitors of human WRN helicase; WRN helicase unwinding, fluorescent forked duplex, kinetic; Potency, µM (titrated, usually from 114 µM), inactives show at the highest dose activity change, negative = inhibition, actives largely listed as inhibitors; actives 0.46% (n = 360,000); also: potency is read from the fitted curve at half-maximal effect; % is scaled to controls: 0 for no effect and ±100 for the full control effect; nearly all actives have a fitted effect of over 55% in size
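Primary qHTS, 1536-well format. 20 nM WRN + compound, 15 min RT; start with 100 nM forked fluorophore/quencher duplex, 2 mM ATP (final); kinetic read ex 525/em 598 nm.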
PLK1 PBD inh – inhibitors of human PLK1 polo-box domain binding; Plk1 PBD binding of FITC phosphopeptide, fluorescence polarization; Potency, µM, for the others: max response, negative = inhibition, usual class: inhibitors; actives 2.8% (n = 360,000); also: potency is read from the fitted curve at half-maximal effect; series mostly up to about 57 µM; % is scaled to controls: 0 for no effect and ±100 for the full control effect; nearly all actives have a fitted effect of over 65% in size
IL-2 act – activators of IL-2; activation, % (series mostly up to about 46 µM); actives 0.065% (n = 360,000); IL-2 activation reporter assay, cell-based qHTS; stimulated with anti-CD3/CD4/CD28 beads; in transgenic mouse T cells; in the data active = activation above about 50%; inconclusive = mostly about 30% to 49%; also: 0% is about no effect
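Using fluorescent plate cytometry, EGFP and DsRed are detected in transgenic mouse T cells stimulated 18 h at 37 degrees C with antibody-coated beads after 60 min compound pretreatment.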
Numbers without * were called inactive; ? = inconclusive; / = no result given; [ ] = remark or other dose. Unless noted, calls follow the shape of the dose curve; as a rule, active = well fitted curve in the direction sought with a large enough effect; inconclusive = small, poorly fitted or top-dose-only effect, or another doubt; inactive = no such curve, though single readings can be large; an effect the other way counts as inactive or inconclusive.

SMILES | PI5P4Ka inh | EPAC1 antag | Abeta rescue | FUS yeast rescue | EPAC1 ag | WRN helicase inh | PLK1 PBD inh | IL-2 act
CC(=O)Oc1cccc(C2=CC(=O)CC(C)(C)C2=O)c1 | 1 | 7% | 8% | -20% | -16% | -1% | -9% | -1.1
CC1CCCC(C)N1C(=O)Cn1cc(/C=C2/C(=O)Nc3ccccc32)c2ccccc21 (stereo not drawn) | -18 | -6% | 6% | ? | 10% | -7% | -8% | 0.2
O=C(/C=C/c1ccco1)NCCCN1CCOCC1 | -4 | 12% | -8% | -47%[inhibitor] | 5% | 11% | -7% | -1.1
O=C(Cn1c(=O)cnc2ccccc21)Nc1cc(Cl)ccc1N1CCOCC1 | ? | -2% | 22% | 39% | 7% | ? | 3% | 1.5
COc1ccc(CCNC(=O)CN2CCC(n3nnc4cc(F)ccc43)CC2)cc1OC | / | 4% | 14% | -5% | 3% | 12% | -3% | -0.2
Cc1csc(SCc2nnc(-c3ccccc3Br)o2)n1 | / | -12% | -13% | 2% | 2% | -15% | -15% | -0.2
Cc1ccsc1C(=O)NNC(=S)NC1CCCCC1 | -4 | 20% | 28% | 14% | 5% | 5% | -22% | -2.7
O=C1CC2(CCN(C(=O)C3CC(=O)N(c4ccc(F)cc4)C3)CC2)Oc2ccccc21 (stereo not drawn) | -6 | -16% | 0% | 17% | -18% | -6% | -8% | -1.0
CC1CCCN(C(=O)COC(=O)CNC(=O)c2ccc(Br)cc2)C1 (stereo not drawn) | 5 | -13% | 16% | 26% | ? | -7% | 0% | -0.1
Cc1noc(C)c1COC(=O)c1cc2ccccc2cc1O | / | -4% | -15% | 15% | 18% | -5% | -7% | -1.1
CC(C)N(C(=O)CN1CCC(c2nc3ccccc3[nH]2)CC1)C(C)C | 6 | ? | -11% | -16% | 1% | 1% | -13% | -0.2
COc1cccc(N2[C@@H](CC(C)=O)c3cc(C(F)(F)F)ccc3S2(=O)=O)c1 | -2 | -11% | 0% | 1% | -5% | -1% | 0% | 0.2
CS(=O)(=O)c1ccc2nc(NC(=O)CN3CCCCCC3)sc2c1 | / | -9% | -12% | -5% | 3% | 1%[57.1 µM] | -10% | -2.6
O=C(OCCC12CC3CC(CC(C3)C1)C2)c1ccc(NCc2cc(O)ccc2O)cc1 | -59* | ? | 5% | / | 15% | ? | -14% | -0.6
COc1ccc(CN(C)C(=O)c2ccc(OCC(=O)Nc3cccc(C(F)(F)F)c3)c(OC)c2)c(OC)c1 | 15 | -30% | 27% | ? | ? | -7% | 5% | -0.9
CCOC(=O)c1cccc(OS(=O)(=O)Cc2ccccc2)c1 | 6 | -4% | 0% | 5% | 15% | -9% | -2% | -0.5
CC(C)CCNC(=O)C(c1ccco1)N(CC1CCCO1)C(=O)Cn1nnc2ccccc21 (stereo not drawn) | 13 | -25% | 12% | 5% | 0% | 3% | -2% | -0.3
N#CC(=C1SC=CS1)c1nc(-c2ccccc2)cs1 | -5 | -16% | 2% | / | -7% | 14% | -6% | -0.4
Cc1[nH]ncc1-c1ccccc1Cl | 2 | -16% | 12% | -1% | 5% | -3% | -4% | 0.8
COc1ccc(C2CC(=O)C(C=NCCN3CCN(C(=S)Nc4ccccc4)CC3)=C(O)C2)cc1OC (stereo not drawn) | 2 | -11% | 9% | 23% | 2% | -3% | -1% | -0.2
CCc1noc(C)c1C(=O)NNC(=O)COc1ccccc1C | 0 | -9% | -4% | -9% | -7% | 3% | 2% | 6.5
COc1ccc([C@H]2CC(=O)C=C(c3c(C)cc(C)cc3C)C2)cc1 | 23 | -19% | 33% | 21% | 6% | -2% | 4% | 0.0
Cn1c(=NC(=O)C2CC2)sc2cc(F)cc(F)c21 | 2 | 3% | -13% | -20% | -5% | 4% | -12% | -3.1
C=CCn1c(SCCOc2ccccc2)nnc1C(C)NC(=O)c1ccccc1 (stereo not drawn) | 2 | 24% | 13% | 10% | 2% | -7% | 4% | -2.7
COc1ccc(CCNC(=O)C2CCC(=O)N(C3CC3)C2)c(OC)c1 (stereo not drawn) | -2 | -7% | 4% | / | 8% | -33% | -10% | -2.6
COc1ccc(-c2nn(C)c3sc(C(=O)N4CCOCC4)cc23)cc1OC | 0 | -19% | -2% | 14% | -3% | 5% | -8% | -1.9
Cc1ccc(C(=O)CSc2nnc(CNc3ccc(F)cc3)o2)cc1 | 1 | -8% | -9% | 0% | -12% | -2% | -10% | 0.3
Cn1nnnc1SCCNCc1ccc(Cl)cc1 | / | -2% | -4% | 6% | 6% | 4% | -16% | 3.4
O=C(c1ccc(Cn2c(=O)[nH]c3ccccc3c2=O)cc1)N1CCN(c2ccc(F)cc2)CC1 | -3 | -13% | 12% | 9% | 7% | 1% | -18% | -1.2
Cc1ccc(S(=O)(=O)N2CCCC(C(=O)NCCc3ccc4c(c3)OCO4)C2)cc1 (stereo not drawn) | 6 | -1% | 6% | 16% | 2% | 5% | -8% | 0.3
CCCn1c2ccccc2c2nnc(SCC(=O)Nc3nnc(CC(=O)OCC)s3)nc21 | -5 | -2% | 2% | ? | -8% | -12% | -2% | -2.9
Cc1ccc(N(CC(=O)N2CCn3c2nc2ccccc23)S(=O)(=O)c2c(C)n[nH]c2C)cc1 | -7 | -1% | 6% | 22% | 11% | -12% | 4% | -1.5
CC(NC(=O)COC(=O)CN1C(=O)c2ccccc2C1=O)c1ccccc1 (stereo not drawn) | 1 | -14% | 6% | / | 10% | -3% | -7% | -1.1
Cc1c(Cl)cccc1NC(=S)NN | 1 | -11% | ? | -28% | -4% | 8% | 0% | -0.1
CCC(C(=O)Nc1cccc(C(=O)O)c1C)c1ccccc1 (stereo not drawn) | -3 | 5% | 0% | 12% | 4% | -7% | -3% | 0.9
Cc1ccc(S(=O)(=O)NNC(=O)C(O)(c2ccccc2)c2ccccc2)cc1 | -5 | -1% | 10% | / | -4% | 1% | -6% | -2.5
CCOC(=O)Cc1sc(N)nc1C | -5 | 5% | 11% | / | 5% | 1% | -3% | 1.2
CCN(CC)C(=O)c1cn(C)c2ccc(S(=O)(=O)N(CC)CC)cc2c1=O | -1 | -1% | -8% | 9% | -5% | 11% | -1% | -2.8
CCOC(=O)c1c(C)[nH]c(C(=O)OCC(=O)c2ccc(OC)cc2OC)c1C | 3 | -15% | -6% | 14% | -3% | -6% | -3% | -3.9
C[C@]12C=CC(=O)C=C1CC[C@@H]1[C@@H]2[C@@H](O)C[C@@]2(C)[C@H]1CC[C@]2(O)C(=O)COC(=O)CCC(=O)NCCc1ccc(O)cc1 | -4 | 11% | 8% | 27% | 8% | 2% | -7% | -3.7

Full records as entered above. Screens in order: PI5P4Ka inh, EPAC1 antag, Abeta rescue, FUS yeast rescue, EPAC1 ag, WRN helicase inh, PLK1 PBD inh, IL-2 act
`C=CCn1c(SCCOc2ccccc2)nnc1C(C)NC(=O)c1ccccc1` (stereo not drawn) is listed with 2, 24%, 13%, 10%, 2%, -7%, 4%, -2.7
`COc1ccc([C@H]2CC(=O)C=C(c3c(C)cc(C)cc3C)C2)cc1` is listed with 23, -19%, 33%, 21%, 6%, -2%, 4%, 0.0
`Cc1ccc(C(=O)CSc2nnc(CNc3ccc(F)cc3)o2)cc1` is listed with 1, -8%, -9%, 0%, -12%, -2%, -10%, 0.3
`CCOC(=O)Cc1sc(N)nc1C` is listed with -5, 5%, 11%, /, 5%, 1%, -3%, 1.2
`CCCn1c2ccccc2c2nnc(SCC(=O)Nc3nnc(CC(=O)OCC)s3)nc21` is listed with -5, -2%, 2%, ?, -8%, -12%, -2%, -2.9

The list continues.
SMILES | PI5P4Ka inh | EPAC1 antag | Abeta rescue | FUS yeast rescue | EPAC1 ag | WRN helicase inh | PLK1 PBD inh | IL-2 act
COc1ccccc1NC(=O)C(C)OC(=O)CCCN=C1NS(=O)(=O)c2ccccc21 (stereo not drawn) | 0 | 10% | 1% | 20% | -1% | 2% | -7% | 2.8
O=C(Oc1ccc(N2C(=O)CCC2=O)cc1)c1ccccc1 | 6 | ? | 13% | 49% | 1% | -9% | ? | 1.0
O=C(c1cnn2c(C(F)(F)F)cc(-c3ccccc3)nc12)N1CCCc2ccccc21 | / | 1% | 2% | 18% | 7% | -3% | -15% | 3.2
Cc1ccnc(NC(=O)CNC(=O)c2ccc3ccccc3c2)c1 | -4 | 3% | -6% | 10% | 0% | 4% | 2% | 1.7
Cc1c(C)n(CCCN(C)C)c2ncnc(NC3CCCCC3)c12 | 5 | -1% | -17% | 1% | 8% | 15% | -17% | 0.5
CC(=O)c1ccc(OC(C)C(=O)NCC2(N3CCOCC3)CCCCC2)cc1 (stereo not drawn) | 2 | -6% | -4% | 12% | -1% | -14% | 2% | -0.5
CC(OC(=O)CNC(=O)C12CC3CC(CC(C3)C1)C2)C(=O)Nc1ncc(Cl)cc1Cl (stereo not drawn) | / | 9% | 15% | 7% | 10% | 6% | -9% | -2.6
Cc1ccc(C)c(S(=O)(=O)N2CCC(c3nc4c(nnn4Cc4ccc5c(c4)OCCO5)c(=O)[nH]3)CC2)c1 | -1 | 5% | -6% | ? | -7% | 0% | -3% | 0.1
Cc1c(C(=O)N2CCCC2(C)C(=O)NCC(C)C)oc2ccccc12 (stereo not drawn) | 7 | 10% | 2% | 0% | -6% | -2% | 4% | 0.3
Fc1ccc(COc2ccc(Cl)cc2/C=N/Nc2nc(N3CCCC3)nc(N3CCCC3)n2)cc1 | / | 1% | 10% | 22% | -3% | -5% | -7% | -1.1
CC1(C)C2CC=C(/C=N/NC(=O)C3CC3)C1C2 (stereo not drawn) | -4 | -12% | -1% | -1% | 0% | 10% | 4% | 0.1
CC(C)OCCCNc1nc2c(c(=O)n(Cc3ccccc3F)c(=O)n2C)n1C | 0 | 4% | 10% | 12% | -11% | 8% | -4% | -2.3
COc1cc(C(=O)Nc2scc(-c3ccc(C)cc3)c2C(=O)O)cc(OC)c1OC | -85* | -3% | 11% | 13% | 6% | -11% | -24% | 0.5
O=[N+]([O-])c1ccc(NC2CCN(Cc3ccccc3)CC2)c([N+](=O)[O-])c1 | -3 | -21% | 7% | -1% | 10% | -11% | 2% | -4.7
CC(=O)C1=C(C)NC(SCC(=O)Nc2nccs2)=C(C#N)C1c1ccccc1Cl (stereo not drawn) | -17 | -19% | -9% | ? | 9% | -1% | -18% | -0.5
